NOD1 NF-kB reporter: NOD1 signaling inhibitors, primary screen, cell-based, luminescence, uHTS (AID 1578). inhibition, % at 4 µM; hits with a dose series show EC50 in µM. hit rate 1% among 290,000. NOD1-driven NF-kB luciferase reporter cells, luminescence; higher % means a stronger effect; in the data active = inhibition mostly above about 36%, no sharp cut-off; inactive = mostly below about 34%;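 note: HEK-293T reporter cells stimulated with the NOD1 agonist gamma-tri-DAP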
TNAP activators: human TNAP enzyme activators, primary screen, biochemical, luminescent, no phosphate acceptor, uHTS (AID 1001); Alkaline phosphatase, tissue-nonspecific isozyme (Homo sapiens); purified TNAP, luminescent activation assay, no phosphate acceptor; higher activation fold means a stronger effect; activation fold at 20 µM, or EC50 in µM where a hit was titrated; hit rate 0.03% among 200,000; in the data active = activation fold from about 3, or a potency from the dose series; inactive = the rest, 99 in 100 with activation fold below about 1.6; note: many of its hits are not listed in these tables
KOR beta-arrestin-1: KOR antagonists, beta-arrestin recruitment, cell-based, luminescence, uHTS (AID 1778); inhibition, % at 10 µM, or IC50 in µM where a hit was titrated; hit rate 0.091% among 290,000; KOR beta-arrestin recruitment, luminescence, antagonist mode; higher % means a stronger effect; note: strong numbers were not always called active
PMI inhibition: human PMI inhibitors, high substrate, primary screen, biochemical, fluorescence intensity, high mannose 6-phosphate (AID 1220); recombinant PMI enzyme, coupled fluorescence intensity; higher % means a stronger effect; one-dose inhibition, % at 20 µM; IC50 in µM for titrated hits; hit rate 0.66% among 190,000
XIAP displacement: XIAP antagonists, biochemical, IAP family, fluorescence polarization (AID 1018); XIAP BIR domain, fluorescence polarization peptide displacement; higher % means a stronger effect; one-dose displacement, % at 20 µM; IC50 in µM for titrated hits; hit rate 0.007% among 200,000; in the data active = displacement above about 50%; note: a part of the inactive calls stands beside numbers as strong as those of hits
LYP inhibition: inhibitors of LYP phosphatase, biochemical, fluorescence intensity, uHTS (AID 1779). one-dose inhibition, % at 11.5 µM; IC50 in µM for titrated hits. Tyrosine-protein phosphatase non-receptor type 22 (Homo sapiens). hit rate 0.054% among 290,000. recombinant LYP phosphatase, fluorescence intensity; higher % means a stronger effect;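 note: plate controls were vehicle with enzyme for no effect and no enzyme for full effect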
PMI inhibitors: inhibitors of human PMI, primary screen, biochemical, fluorescence intensity, coupled assay (AID 1209) | Mannose-6-phosphate isomerase (Homo sapiens) | purified PMI enzyme, coupled fluorescence intensity; higher % means a stronger effect | one-dose inhibition, % at 20 µM; IC50 in µM for titrated hits | hit rate 0.42% among 190,000;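 note: plate controls were DMSO vehicle for no effect and wells lacking substrate for full effect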
NOD2 inhibition: NOD2 signaling inhibitors, cell-based, luminescence, uHTS, HEK293 (AID 1566); inhibition, % at 4 µM; hits with a dose series show EC50 in µM; HEK293 NOD2/NF-kB luciferase reporter, luminescence; higher % means a stronger effect; hit rate 0.63% among 290,000; note: many of its hits are not listed in these tables
KOR beta-arrestin-2: KOR agonists, beta-arrestin recruitment, primary screen, cell-based, luminescence, uHTS (AID 1777); Kappa-type opioid receptor (Homo sapiens); KOR beta-arrestin recruitment, luminescence; higher % means a stronger effect; activation, % at 10 µM; hits with a dose series show EC50 in µM; hit rate 0.02% among 280,000; in the data active = activation above about 50%, passing the limit was not always enough; note: a part of the inactive calls stands beside numbers as strong as those of hits
* = called active by the depositor; x = not tested or not shown; [ ] = remark or other dose. Cut-off read from the data, not from the text of the source, unless noted: active = inhibition above about 50%; inactive = the rest.

entry	smiles	KOR beta-arrestin-1	TNAP activators	NOD2 inhibition	NOD1 NF-kB reporter	LYP inhibition	XIAP displacement	PMI inhibitors	KOR beta-arrestin-2	PMI inhibition
1	Cc1nc(C(C)N(C)Cc2c(C(=O)N3CCCCC3)nc3c(C)cccn23)c(C)s1 (stereo not given)	-1%	1.1	10%	-40%	-5%	-7.7%	10%	-1.6%	7%
2	O=C(Nc1cccc(Cl)c1)c1ccncc1	-3%	1.1	-9%	-22%	-2%	-3.7%	19%	4.6%	14%
3	CCCS(=O)(=O)N1CCCC(C(=O)NCCN(CC)CC)C1 (stereo not given)	15%	1.1	1%	-22%	0%	1.1%	1%	4.5%	-9%
4	CC(OC(=O)c1cccnc1)C(=O)NCc1ccc2c(c1)OCO2 (stereo not given)	-6%	1	18%	-6%	-5%	-3.8%	14%	-0.7%	14%
5	CC(C)c1ccc(NC(=O)c2cccc(Br)c2)cc1	1%	1.1	-122%	-28%	-7%	-7.1%	-7%	-4.0%	-6%
6	Cc1ccoc1C(=O)NCc1occc1C(=O)O	14%	1.1	10%	8%	-6%	-0.4%	-10%	-3.4%	24%
7	O=C(NCC1CCCO1)c1cccc(Oc2c(Cl)cccc2[N+](=O)[O-])c1 (stereo not given)	-3%	x	26%	8%	-12%	x	x	-0.6%	x
8	COc1ccc(NC(=S)NCCC(c2ccccc2)c2ccccc2)c(OC)c1	47%	1.1	22%	-18%	5%	-1.5%	10%	3.4%	11%
9	OC(COc1c(F)cc(Br)cc1F)CN1CCc2ccccc2C1 (stereo not given)	-52%[20 µM]	x	0%	-29%	-4%	x	x	7.9%	x
10	O=C(CSc1nnc(-c2ccccc2)o1)c1nnc(-c2ccccc2)o1	16%	0.9	-5%	-5%	-6%	-4.0%	-5%	4.9%	-1%
11	O=C(Nc1ccc(OC(F)F)c(Cl)c1)c1ccccn1	-5%	1	-68%	-54%	-2%	-3.4%	-6%	-3.9%	-4%
12	COc1cccc(CNC(=S)Nc2cc(C)cc(C)c2)c1	-38%[20 µM]	1.2	13%	-14%	-4%	-3.7%	10%	-4.4%	4%
13	Cc1sc2nc(C3CC3)nc(NCCNS(C)(=O)=O)c2c1C	-2%	1.1	18%	-13%	-6%	-4.8%	4%	2.5%	12%
14	O=C(NS(=O)(=O)c1ccccc1[N+](=O)[O-])c1ccccc1	-11%	x	-3%	-28%	-10%	x	x	5.9%	x
15	COc1ccc(O)c(CN2CCCC(N3CCN(c4ccccc4OC)CC3)C2)c1 (stereo not given)	-16%	x	0%	9%	-10%	x	x	-1.4%	x

Remaining list, next part.
entry	smiles	KOR beta-arrestin-1	TNAP activators	NOD2 inhibition	NOD1 NF-kB reporter	LYP inhibition	XIAP displacement	PMI inhibitors	KOR beta-arrestin-2	PMI inhibition
16	CCc1ccccc1Nc1nc2ccccc2n1C	-18%[20 µM]	1.1	26%	-14%	-9%	-4.7%	-3%	-2.0%	-2%
17	CC1(C)CC(CC(=O)O)C(=O)O1 (stereo not given)	-75%	1.1	3%	-6%	-3%	-6.7%	13%	8.0%	3%
18	COc1ccc(C(=O)c2cn[nH]c2-c2cc(C)ccc2O)cc1	-13%	x	5%	-12%	-3%	x	x	-5.6%	x
19	O=C(CN(C1CCCCC1)S(=O)(=O)c1ccc(F)cc1)NC1CC1	-48%	1.1	3%	7%	-12%	-7.6%	6%	-9.3%	8%
20	O=C1c2cccnc2C(Nc2ccccc2)N1Cc1ccco1 (stereo not given)	22%	1.1	2%	-17%	-6%	0.0%	10%	-3.3%	3%
21	CCCNC(=S)N1CCC(C(=O)c2ccc(F)cc2)CC1	9%	x	-6%	-20%	-5%	x	x	-1.1%	x
22	O=C(Cc1c(O)c2ccccc2[nH]c1=O)NC1CCCCCCC1	18%	1.1	-9%	3%	1%	-1.1%	2%	-8.5%	4%
23	Cc1ccc(S(=O)(=O)NCCN=C(CN2CCCC2)NS(=O)(=O)c2ccc(C)cc2)cc1	12%	1.1	4%	-36%	-6%	0.7%	3%	-0.5%	4%
24	COc1ccc([N+](=O)[O-])cc1C1NN=C(c2ccccc2O)S1 (stereo not given)	-20%	1	-18%	12%	2%	-2.8%	-3%	3.1%	-5%
25	C[C@@H](NC(=O)C1(c2ccccc2)CCN(C(=O)OC(C)(C)C)CC1)C(=O)N[C@@H](C(=O)O)c1ccccc1	20%[20 µM]	x	3%	-3%	-10%	x	x	0.8%	x
26	NCCCCNCCCN	6%	x	10%	-2%	-3%	x	x	-0.7%	x
27	COc1ccc2oc(=O)c(-c3csc(Nc4cccc(O)c4)n3)cc2c1	-6%	1.1	-25%	-42%	5%	-4.5%	15%	5.1%	8%
28	Cc1ccc(CNC(=O)CCCCCNc2nc(=S)[nH]c3ccccc23)cc1	-21%	1	21%	-21%	-5%	-5.2%	-16%	-4.8%	1%
29	COCC(=O)O[C@]1(CCN(C)CCCc2nc3ccccc3[nH]2)CCc2cc(F)ccc2[C@@H]1C(C)C	-67%	x	-13%	1%	-11%	x	x	4.7%	x
30	CCOC(=O)CSc1nnc(NC(=O)c2cccc([N+](=O)[O-])c2C)s1	24%	1	11%	17%	-7%	2.5%	-4%	0.7%	-10%

Further records:
entry	smiles	KOR beta-arrestin-1	TNAP activators	NOD2 inhibition	NOD1 NF-kB reporter	LYP inhibition	XIAP displacement	PMI inhibitors	KOR beta-arrestin-2	PMI inhibition
31	COc1ccc(CNC(=O)C2CCCN2C)cc1OC (stereo not given)	15%	x	6%	-6%	-3%	x	x	6.2%	x
32	COc1cc(C2N(c3ccccn3)C(=O)C3CCCN32)cc(OC)c1OC (stereo not given)	20%	1.1	4%	-20%	-5%	-7.5%	8%	1.7%	14%
33	Cc1ccc(S(=O)(=O)N2CCOCC2)cc1NC(=O)COC(=O)c1ccccc1OCc1c(C)noc1C	-5%	1.1	12%	-17%	0%	0.2%	-8%	4.8%	-11%
34	CCOC(=O)/C(C#N)=C/c1cc2ccc(C)cc2nc1Cl	-102%	1	13%	-1%	-4%	-5.2%	19%	4.5%	22%
35	CN1N=C(C(C)(C)C)CC1=O	-16%	x	-5%	10%	-3%	x	x	3.4%	x
36	C=CCN(C(=O)c1csnn1)C(C(=O)NC1CCCCC1)c1ccccc1F (stereo not given)	-15%	x	-1%	-28%	-9%	x	x	-2.2%	x
37	O=C(Nc1ccccc1)c1ccc(CN2CCc3ccccc3C2)cc1	30%	1.1	21%	37%	-10%	-4.2%	-1%	0.4%	14%
38	COc1ccccc1N(CC(=O)N1CCCCCC1)S(C)(=O)=O	18%	1.2	7%	-1%	-2%	-4.8%	2%	-6.0%	10%
39	Cc1cc(C(=O)N/N=C/c2ccccc2[N+](=O)[O-])c(C)o1	-16%	1	-80%	-51%	3%	-9.9%	0%	4.0%	8%
40	CSc1nc2c(c(=O)n1-c1ccccc1)SCC2	6%	1.1	-3%	-7%	-3%	-2.9%	5%	-0.5%	-3%
41	COc1ccc(-c2nnnn2-c2ccc(F)cc2F)cc1	-65%[20 µM]	1.1	6%	-25%	-7%	1.0%	-7%	2.8%	-7%
42	N#CSC(c1ccccc1)c1nc2ccccc2[nH]c1=O (stereo not given)	-19%	x	3%	-3%	-3%	x	x	0.9%	x
43	CC1CCCC(C)N1C(=C(Cl)Cl)C(=C1SCCS1)[N+](=O)[O-] (stereo not given)	-4%	1	13%	6%	-2%	-7.4%	17%	-5.4%	21%
44	COc1cc(=O)n(C)c2cc(N(C)C)ccc12	-21%	1	-12%	-25%	-10%	-1.3%	12%	0.9%	7%
45	Cc1cc(O)c(CN(C)C)c2c1C(=O)/C(=C/c1ccco1)O2	-12%	x	12%	3%	-4%	x	x	-2.4%	x

(cont.)
entry	smiles	KOR beta-arrestin-1	TNAP activators	NOD2 inhibition	NOD1 NF-kB reporter	LYP inhibition	XIAP displacement	PMI inhibitors	KOR beta-arrestin-2	PMI inhibition
46	Cc1cc(O)c(NC(=O)c2ccco2)cc1C	-7%	1.1	-6%	-15%	-10%	-6.8%	3%	2.2%	-3%
47	O=C(/C=C/c1ccc(F)cc1)NC(=S)N1CCOCC1	-9%[20 µM]	1	-8%	-75%	3%	-2.9%	x	x	x
48	Cc1ccc2c(COC(=O)c3ccccc3OC(F)F)cc(=O)oc2c1	-1%	x	-30%	21%	-3%	x	x	13%	x
49	COc1cc(CC(NC(C)=O)C(=O)NC2CCN(c3c4c(nc5ncnn35)CCC4)CC2)cc(OC)c1 (stereo not given)	-16%[20 µM]	1	3%	-41%	-5%	-5.7%	x	x	x
50	CCN1CCN(C(=O)c2ccc(N3CC4CC(C3)c3cccc(=O)n3C4)c([N+](=O)[O-])c2)CC1 (stereo not given)	-5%	1.1	6%	-20%	-8%	-3.9%	2%	-4.0%	4%
51	COc1cc(/C(C)=N/NC(=O)CSc2nnc(C)s2)ccc1O	13%	x	12%	-4%	-3%	x	x	-1.9%	x
52	COc1ccc(C(=O)Nc2c(N)nc(SCC(=O)Nc3ccc(C(C)=O)cc3)[nH]c2=O)cc1	43%	x	7%	-10%	0%	x	x	-2.6%	x
53	N#Cc1cc([N+](=O)[O-])c(-n2nnc3ccccc32)c([N+](=O)[O-])c1	-5%	1	2%	2%	-2%	-20%	-2%	-0.9%	4%
54	O=C(N/N=C/c1ccncc1)c1cc([N+](=O)[O-])cc([N+](=O)[O-])c1	-2%	1.1	7%	-33%	0%	-4.0%	7%	-0.7%	14%
55	CCOC(=O)c1cnn(CCOC(=O)C2CC2)c1NC(=O)C1CC1	26%	1.1	10%	-10%	-8%	-4.7%	4%	-1.7%	9%
56	Cc1cccc(NC(=O)CCc2nnc3ccc(N4CCC(C)CC4)nn23)n1	-19%	x	19%	-16%	-8%	x	x	-5.6%	x
57	O=C(O)CCNC(=O)c1cncc(Br)c1	-8%	1	3%	13%	-8%	-6.6%	2%	-5.4%	5%
58	O=[N+]([O-])c1ccccc1OC/C(=N\O)c1ccccc1	14%	x	-7%	-19%	-4%	x	x	-2.2%	x
59	C=CCSc1nc(N)cc(=O)[nH]1	41%	x	14%	7%	-5%	x	x	3.1%	x
60	O=C(Nc1cccc2c1CCCC2)c1cccc(F)c1	-40%[20 µM]	x	19%	-22%	-1%	x	x	-4.7%	x

(more compounds)
entry	smiles	KOR beta-arrestin-1	TNAP activators	NOD2 inhibition	NOD1 NF-kB reporter	LYP inhibition	XIAP displacement	PMI inhibitors	KOR beta-arrestin-2	PMI inhibition
61	O=C(COc1ccc(Cl)cc1)OCC(=O)N1CCCc2ccccc21	10%	1.1	5%	-19%	6%	-12%	11%	2.6%	7%
62	COc1ccc(/C(N)=N/OC(=O)CSc2ccccc2)cc1	1%	1.2	-105%	-109%	-5%	-1.4%	4%	-8.0%	5%
63	COc1cccc2cc(-c3ccnc(=S)[nH]3)oc12	-19%	1	-13%	-57%	34%	-17%	-9%	-0.9%	-4%
64	C=C(C)COc1ccc2c(C)c(CC(=O)N3C[C@H]4C[C@@H](C3)c3cccc(=O)n3C4)c(=O)oc2c1C	-44%[20 µM]	x	52%*	2%	-10%	x	x	-3.3%	x

Given with two lines to a compound: entries from further up.
Results follow in this order: KOR beta-arrestin-1	TNAP activators	NOD2 inhibition	NOD1 NF-kB reporter	LYP inhibition	XIAP displacement	PMI inhibitors	KOR beta-arrestin-2	PMI inhibition
64: C=C(C)COc1ccc2c(C)c(CC(=O)N3C[C@H]4C[C@@H](C3)c3cccc(=O)n3C4)c(=O)oc2c1C
 : -44%[20 µM]	x	52%*	2%	-10%	x	x	-3.3%	x
62: COc1ccc(/C(N)=N/OC(=O)CSc2ccccc2)cc1
 : 1%	1.2	-105%	-109%	-5%	-1.4%	4%	-8.0%	5%
63: COc1cccc2cc(-c3ccnc(=S)[nH]3)oc12
 : -19%	1	-13%	-57%	34%	-17%	-9%	-0.9%	-4%

Not all compounds are listed. The share of hits here may be higher or lower than overall.
